# Dengue-2 NS5 capping = flavivirus cap methylation enzyme inhibition – biochemical, confirmation dose response, primary screen (AID 588689) | actives 0.3% (n = 340,000) | Dengue-2 NS5 methyltransferase capping enzyme assay, biochemical; higher % means a stronger effect | inhibition, % at 25 µM, or IC50 in µM where a hit was titrated; in the data active = a potency from the dose series
# MgcRacGAP inhibition = MgcRacGAP GTPase-activating activity inhibitors, confirmation, biochemical, ADP Hunter fluorescence; MgcRacGAP-stimulated Rac1 GTP hydrolysis, ADP Hunter fluorescence; higher % means a stronger effect; GST-tagged Rac1 F28L mutant substrate; one-dose inhibition, % at 30 µM; IC50 in µM for titrated hits; actives 0.6% (n = 340,000); AID 624330;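 active = first-screen hits whose inhibition reached a set limit at any dose in the follow-up dose series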;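 note: fluorescence reports GDP produced by GAP-driven GTP hydrolysis; strong numbers were not always called active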
# Dengue-2 NS5 capping pilot replicate = also measured in Dengue-2 NS5 capping; calls as there; inhibition, %; measured here: pilot screen replicate inhibition
# An asterisk follows results filed as active.
# Sample of the layout, 3 compounds:
SMILES,Dengue-2 NS5 capping,MgcRacGAP inhibition,others
CCCC/C=C1/CCC(CN(C)C)C1=O (stereo not given),1.5%,2.4%,
Cc1nn(CC(=O)NC2CC2)c(C)c1S(=O)(=O)NC(C)(C)C,5.8%,-2.1%,
CCCSc1ccc([C@H]2N[C@@](C)(C(=O)OC)[C@H]3C(=O)N(CC)C(=O)[C@@H]23)cc1,-6.4%,-2.3%,

# The listing, repeating the preview:
SMILES,Dengue-2 NS5 capping,MgcRacGAP inhibition,others
CCCC/C=C1/CCC(CN(C)C)C1=O (stereo not given),1.5%,2.4%,
Cc1nn(CC(=O)NC2CC2)c(C)c1S(=O)(=O)NC(C)(C)C,5.8%,-2.1%,
CCCSc1ccc([C@H]2N[C@@](C)(C(=O)OC)[C@H]3C(=O)N(CC)C(=O)[C@@H]23)cc1,-6.4%,-2.3%,
O=C(CCc1ccc(O)cc1)NN=Cc1ccc2c(c1)OCO2,2.9%,28.7%,
COc1ccc(OCc2cn(CC(=O)c3ccc(O)cc3)nn2)cc1,7.8%,10.2%,
Oc1c(CN2CCOCC2)cc(CN2CCOCC2)c(O)c1CN1CCOCC1,20.2%,20.2%,
CCN(Cc1nc2ccccc2c(=O)[nH]1)C(=O)COc1ccccc1Cc1ccccc1,-6.5%,2.7%,
CC(=NNC(=S)N1CCCCCC1)c1ccccn1,6.2%,3.5%,
CC(=NNC(=O)c1ccncc1)c1ccc(Cl)cc1Cl,0.8%,4.2%,
Cc1ccc([C@H]2C[C@H](n3cc(COC(=O)c4ccccc4)nn3)[C@@H](O)CN2C(=O)C2CCCCC2)cc1,-5.2%,-2.0%,
O=C1NN=C2CCCCCCCCCCC12 (stereo not given),-8.0%,1.3%,
O=C(CN1CCN(c2ccccc2O)CC1)Nc1ccc(S(=O)(=O)N2CCCCCC2)cc1,-4.4%,-4.3%,
C[C@H](CO)N1C[C@H](C)[C@@H](CN(C)C(=O)CCC(F)(F)F)OCc2cnnn2CCCC1=O,-2.3%,12.8%,
COc1ccc2ccc3ccc(OC)c(OC(C)=O)c3c2c1,10.0%,7.0%,
C[C@H](NC(=O)c1ncn2c1c(=O)[nH]c1ccc(Br)cc12)c1ccccc1,-1.2%,8.1%,
C=CC[C@@H](CC(=O)N[C@@H](CO)Cc1ccccc1)C(=O)N[C@H](C)COC(=O)[C@@H](CC=C)Cc1ccc(F)cc1,-0.8%,3.5%,
O=C(Nc1ccccc1Cl)Nc1ccnn1C1CCN(C(=O)C2CCOC2)CC1 (stereo not given),4.4%,17.1%,
CCOC(=O)C1CC(=O)c2ccccc2C1c1ccccc1 (stereo not given),-4.7%,-1.5%,
Nc1cc2c(cc1Cl)-c1ccc([N+](=O)[O-])cc1C2=NO,-16.1%,4.1%,
C#CCOCC1CN(C)C(=O)O1 (stereo not given),2.3%,3.5%,

# The final 3 compounds of the section before are carried over, then new ones follow:
SMILES,Dengue-2 NS5 capping,MgcRacGAP inhibition,others
CCOC(=O)C1CC(=O)c2ccccc2C1c1ccccc1 (stereo not given),-4.7%,-1.5%,
Nc1cc2c(cc1Cl)-c1ccc([N+](=O)[O-])cc1C2=NO,-16.1%,4.1%,
C#CCOCC1CN(C)C(=O)O1 (stereo not given),2.3%,3.5%,
Cc1ccc(S(=O)(=O)N2CCOCC2)cc1C(=O)OC1CCOC1=O (stereo not given),-5.8%,3.3%,
CC(=O)OC1C=CCC2C(=O)c3cccc(O)c3C(O)C12 (stereo not given),-2.4%,-7.4%,
Cc1nc(N2CCCCC2)[nH]c(=O)c1CN(C)N=O,-4.0%,-10.6%,
C=CCN(CC(=O)NC1CC1)S(=O)(=O)c1cccc(C(F)(F)F)c1,0.0%,-5.8%,
CN(C)CCCNC(=O)C[C@H]1C[C@H](C(=O)N2CCOCC2)[C@@]2(C)c3[nH]c4cc(CCC(=O)N(C)C)ccc4c3CCN2C1=O,-3.3%,5.8%,Dengue-2 NS5 capping pilot replicate=-1.8
Cc1cc(C)c(C)c(S(=O)(=O)N2CCC(C(=O)NCc3cccs3)CC2)c1C,-1.1%,12.1%,
CC(C)(C)c1ccc(-c2nnc(SCC(=O)NCC3CCCO3)n2N)cc1 (stereo not given),-7.0%,7.7%,
CC(=O)c1ccccc1NC(=O)CSc1n[nH]c(=O)n1C1CC1,-3.1%,1.9%,
COc1ccc(S(=O)(=O)N2CCN(CC(=O)NC(Cc3ccccc3)C(C)=O)CC2)cc1 (stereo not given),-1.5%,1.4%,
Cc1c(Cl)cccc1NC(=S)NC(=O)c1ccccc1,2.3%,7.5%,
CCOc1ccccc1C=NNC(=O)CCCCC(=O)NN=Cc1ccccc1OCC,-0.8%,0.9%,
CC1=C(C(=O)N(C)C)CC(CC(=O)NCC2CCCCC2)C(=O)N1CCCN1CCCC1=O (stereo not given),2.3%,13.3%,
CCCCCCCC1=NN(c2ccc(S(=O)(=O)O)cc2)C(=O)C1N=O (stereo not given),27.4µM*,-3.3%,
C[C@H](CO)N1C[C@H](C)[C@@H](CN(C)C(=O)c2ccc3ccn(C)c3c2)OCc2cnnn2CCCC1=O,-1.6%,10.8%,
COC(=O)c1c(C(=O)OC)c2c(-c3ccccc3)cc3cccc1n32,-0.6%,7.0%,
c1ccc(Oc2ncnc3ccccc23)cc1,3.1%,1.4%,
CCOc1ccc(S(=O)(=O)N2CCOCC2)cc1NC(=O)CSCC(=O)Nc1ccc(OC)cc1,-8.1%,2.4%,
c1ccc(-c2cnc(C3CCCCC3)o2)cc1,3.9%,3.2%,
COc1cccc(CN(C)C(=O)c2cccc(S(=O)(=O)N3CCN(c4ccccc4)CC3)c2)c1OC,1.5%,9.2%,
C[C@@H](C(=O)Nc1nccs1)N1C(=O)C2CC=CCC2C1=O (stereo not given in full),0.0%,5.6%,
Nc1cc(=O)[nH]c(SCC(=O)Nc2cccc(S(=O)(=O)N3CCCCCC3)c2)n1,4.7%,3.0%,
COc1ccccc1NC(=O)COC(=O)/C=C/c1cccs1,5.2%,3.9%,
CN(Cc1ccccc1)C(=O)c1ccc(NC(=O)C2CCCN(C(=O)OC(C)(C)C)C2)cc1 (stereo not given),-4.9%,12.3%,
CCOC(=O)[C@H]1[C@H]2COc3cc(OC)ccc3[C@@H]2N2C(=O)c3c(C)cc(C)cc3NC(=O)[C@@]12C,-0.8%,-0.1%,
CC(=O)c1cccc(NC(=O)COC(=O)CCNS(=O)(=O)c2ccccc2)c1,4.0%,-6.0%,
Cc1nc(Nc2ncc3c(n2)CC(C)(C)CC3=O)nc2ccccc12,1.6%,10.9%,
COCCCN(C(=O)CSc1nc2ccccc2c(=O)n1C)c1c(N)n(Cc2ccccc2)c(=O)[nH]c1=O,2.2%,4.9%,
O=C(NC(=S)NCc1ccccc1Cl)c1cccs1,4.7%,2.4%,
O=C(Cc1c(F)cccc1Cl)OCC(=O)N1CCN(c2ccccc2)CC1,1.4%,7.5%,
C[C@@H]1CN([C@@H](C)CO)C(=O)c2cc(Br)cnc2O[C@H]1CN(C)C(=O)Cc1ccccn1,-8.1%,7.3%,
O=C1NC(=O)C(Cc2ccccc2)(c2ccccc2)N1 (stereo not given),-4.8%,4.6%,
Cc1nc(C)c(C(=O)OCC(=O)Nc2ccc(C)c(C)c2)s1,-9.7%,2.9%,
O=C1CCCC/C=C\C[C@H](CC(=O)N(CCO)Cc2ccccc2)C(=O)N[C@@H](c2ccccc2)CO1,-8.0%,2.8%,
C[C@H]1CN(Cc2ccccc2)C(=O)[C@@H]1CC(=O)Nc1ccccc1,1.6%,9.4%,
CCCn1c(=S)[nH]c2cc(C(=O)NCc3ccccc3OC)ccc2c1=O,-1.6%,8.9%,
C=CCC[C@@H](Cc1ccc(F)cc1)C(=O)OC[C@@H]1CCCN1C(=O)[C@@H](CC=C)CC(=O)N(CCO)Cc1ccccc1,14.1%,-4.2%,
CC[C@]12c3[nH]c4ccc(Cl)cc4c3CCN1C(=O)[C@@H](CC(=O)NCC13CC4CC(CC(C4)C1)C3)C[C@@H]2C(=O)N1CCN(C(=O)c2ccco2)CC1,-9.9%,4.0%,Dengue-2 NS5 capping pilot replicate=-7.3
Cc1ccc(-n2cnc3c(=O)[nH]cnc32)cc1,5.0%,1.8%,
O=C1C(=Cc2ccccc2[N+](=O)[O-])Cc2ccccc21,35.6%,5.5%,
CCCC1NC(=O)c2cccnc2-n2c1nc1ccc(Br)cc1c2=O (stereo not given),-1.1%,17.1%,
Cc1noc(C)c1NC(=O)N(C)C[C@@H]1Oc2cc(Br)ccc2S(=O)(=O)N([C@@H](C)CO)C[C@H]1C,-3.9%,12.3%,
COCc1ccc(-c2c(-c3ccsc3)oc(=O)c3cc(OC)c(OC)cc23)cc1,-10.7%,7.9%,
O=C1C(Cc2ccccc2)Nc2ncnc(N3CCN(c4ccccc4)CC3)c2N1Cc1ccc(Br)cc1 (stereo not given),-10.4%,5.2%,
CCC1(c2ccccc2)SC(=O)NC1=O (stereo not given),6.9%,4.1%,
O=C(NCC(c1ccco1)N1CCCCC1)c1ccc(S(=O)(=O)Nc2ccccc2Cl)cc1 (stereo not given),-1.1%,4.5%,
Cc1ccccc1-c1nc(S(=O)(=O)c2ccccc2)c(NCCN2CCOCC2)o1,-6.9%,7.4%,
Cc1ccc(C(=O)C(C)OC(=O)C2CCN(c3ccc(C(F)(F)F)cn3)CC2)cc1 (stereo not given),-0.7%,4.8%,
Cc1ccccc1NC(=O)CSc1nccn1Cc1ccco1,2.2%,10.3%,
Nc1cccc2[nH]c(=O)c3ccccc3c12,8.1%,-1.3%,
CC1N=C(SCC(=O)c2ccc(F)cc2)N2C(C)N=C(SCC(=O)c3ccc(F)cc3)N12 (stereo not given),9.7%,8.1%,
Cc1ccc(NC(=O)CN(C)C(=O)Cc2coc3cc(C)c(C)cc23)cc1,-10.8%,-4.8%,
O=C(COC(=O)/C=C/c1ccc(Cl)cc1)Nc1cccc(S(=O)(=O)NC2=NCCCCC2)c1,-4.4%,4.6%,
Cc1ccc(S(=O)(=O)N2CCN(C3CC(=O)N(c4ccc(F)cc4)C3=O)CC2)cc1C (stereo not given),7.3%,8.8%,
O=[N+]([O-])c1ccccc1C(O)Cc1ccccn1 (stereo not given),4.8%,4.7%,
C=CCC[C@H](Cc1ccc(F)cc1)C(=O)OC[C@H](Cc1c[nH]c2ccccc12)NC(=O)[C@@H](CC=C)CC(=O)N[C@@H](CO)Cc1ccccc1,-2.4%,8.2%,
O=[N+]([O-])c1ccc(-c2csc(COc3ccccc3)n2)cc1,-6.3%,7.6%,
COc1ccc(S(=O)(=O)N(C)C[C@H]2Oc3c(NC(=O)Nc4ccc5c(c4)OCO5)cccc3C(=O)N([C@H](C)CO)C[C@@H]2C)cc1,-21.4%,4.3%,
CC[C@@H](C)[C@@H]1CN([C@@H](CN2CCC[C@H]2CN2C(N)=NC[C@H]2C(C)C)C(C)C)C(=N)N1CCc1ccc(Cl)c(Cl)c1,-9.9%,14.4%,Dengue-2 NS5 capping pilot replicate=0.3
Cc1ccc(S(=O)(=O)N(C)C[C@H]2OCc3cnnn3CCCC(=O)N([C@H](C)CO)C[C@H]2C)cc1,0.6%,2.7%,
CCc1sc(C(=O)Nc2ccc3nc(C)sc3c2)cc1C,0.0%,-1.0%,

# Not a retest: an excerpt of the list.
SMILES,Dengue-2 NS5 capping,MgcRacGAP inhibition,others
Cc1noc(C)c1NC(=O)N(C)C[C@@H]1Oc2cc(Br)ccc2S(=O)(=O)N([C@@H](C)CO)C[C@H]1C,-3.9%,12.3%,
COCc1ccc(-c2c(-c3ccsc3)oc(=O)c3cc(OC)c(OC)cc23)cc1,-10.7%,7.9%,

# Continued.
SMILES,Dengue-2 NS5 capping,MgcRacGAP inhibition,others
CC(=O)Nc1cccc(OCCOc2cccc([N+](=O)[O-])c2)c1,11.6%,5.0%,
COc1ccccc1OCC(=O)N1CCCCCC1,1.1%,-1.2%,
COc1cc(OC)cc(-c2c(C#Cc3ccsc3)c3cc(-c4ccccc4OC)ccc3n2C)c1,2.5%,3.4%,
COc1ccc(C(=O)Nc2cccc(C)n2)cc1S(=O)(=O)N1CCCc2ccccc21,-11.5%,-1.3%,
COc1ccc(-c2sc3ccc(OC)cc3c2-c2ccc(O)cc2)cc1,-6.3%,-4.6%,Dengue-2 NS5 capping pilot replicate=-3.9
COC(=O)c1cccc(NC(=O)C2CCCN2C(=O)c2cccs2)c1 (stereo not given),-0.7%,-0.9%,
O=C(N[C@@H]1C/C=C\C[C@@H](CC(=O)N(CCO)Cc2ccccc2)C(=O)N[C@H](Cc2ccccc2)COC1=O)OCC1c2ccccc2-c2ccccc21,-1.6%,6.2%,
CC1=NN(C(N)=S)C(=O)C1N=Nc1ccccc1[N+](=O)[O-] (stereo not given),12.1%,13.3%,
Clc1ccc(-n2cnc3c(Cl)ncnc32)cc1Cl,10.1%,17.2%,
O=C(COc1ccc(F)cc1)Nc1nc(-c2cccnc2)cs1,-2.9%,9.9%,
c1ccc2c(c1)CNc1ccccc1-2,0.0%,2.7%,
Cc1cccc(NS(=O)(=O)c2ccc(C)c(C(=O)NCCCN3CCOCC3)c2)c1,2.9%,9.5%,
Cc1cc(=O)n2nc(N3CCCC(C(=O)NCCCN4C(C)CCCC4C)C3)sc2n1 (stereo not given),0.0%,1.6%,
Cc1c(NC(=O)COC(=O)c2cccn2C)c(=O)n(-c2ccccc2)n1C,-2.3%,-2.2%,
C[C@H](CO)N1C[C@H](C)[C@@H](CN(C)C(=O)Nc2ccc(C(F)(F)F)cc2)Oc2ccc(NC(=O)CCC(F)(F)F)cc2C1=O,6.4%,5.7%,
COCOCCn1cc(CN2CCS(=O)(=O)N(Cc3ccc(-c4ccc(F)cc4)cc3)C(C(C)C)C2=O)nn1 (stereo not given),0.0%,14.4%,
Cc1cc(C)c(C)c(S(=O)(=O)N2CCC(C(=O)N3CCN(c4ccc(F)cc4)CC3)CC2)c1C,-5.1%,3.4%,

# These rows are one share of the data, so the mix of outcomes need not match the whole.
